aDG glyco up: increases alpha dystroglycan glycosylation; AID 624168; Pro5-aDG cells, alpha-DG glycosylation AlphaScreen (IIH6); 0% Pro5, 100% B10-LARGE cell signal; activation, % at 10 µM; hit rate 0.22% among 360,000;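 active = activation of at least 8% versus controls, or a plate z-score of at least 8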;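 note: Pro5 are CHO cells carrying HIG-tagged alpha-DG that lacks glycosylation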
HTR2A ag: agonists of mouse serotonin 5-HT2A receptor (HTR2A); P35363; activation, % at 7.6 µM; CHO-K1 mHTR2A beta-arrestin complementation, luminescence; percent of 30 µM serotonin response; hit rate 0.66% among 360,000; AID 624169;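 active = activation above a run cutoff, the mean activation of all tested compounds plus 3 SD, cut at about 14% in these data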;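 note: 0% = plate median of compound wells and 100% = 30 µM serotonin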
Target sequence (P35363 whole entry, looked up): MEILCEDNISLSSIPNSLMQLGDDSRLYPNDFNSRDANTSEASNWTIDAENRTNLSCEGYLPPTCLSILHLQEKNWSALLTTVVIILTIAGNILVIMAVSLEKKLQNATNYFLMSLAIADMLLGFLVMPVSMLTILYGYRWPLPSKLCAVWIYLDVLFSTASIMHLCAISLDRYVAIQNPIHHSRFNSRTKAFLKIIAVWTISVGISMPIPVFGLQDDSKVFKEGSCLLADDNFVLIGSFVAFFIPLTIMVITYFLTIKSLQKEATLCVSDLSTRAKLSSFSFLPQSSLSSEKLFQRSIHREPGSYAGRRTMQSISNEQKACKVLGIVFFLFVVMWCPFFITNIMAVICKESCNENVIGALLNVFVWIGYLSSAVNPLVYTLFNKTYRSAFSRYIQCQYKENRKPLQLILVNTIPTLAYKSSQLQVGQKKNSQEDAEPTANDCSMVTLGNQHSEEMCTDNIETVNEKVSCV
ABCB6 inh MLPCN: human ABCB6 transporter inhibition | K562-ABCB6 porphyrin accumulation, flow cytometry, 1 h; active compounds read low | fluorescence ratio to DMSO, % at 10 µM | hit rate 0.19% among 360,000 | AID 602162;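 active = fluorescence ratio to DMSO below 75%, the collection mean minus 3 SD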;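 note: signal is porphyrin accumulated inside mitochondria; 100% equals median channel fluorescence of DMSO control wells; lower ratio means ABCB6 inhibition with less porphyrin fluorescence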
CaV13 FRET inh: Primary screen for inhibitors of IQ motif and Ca2+-dependent inactivation inhibitor domain binding in CACNA1D, Förster resonance energy transfer in living cells, …; HEK cells, CFP/YFP FRET ICDI-IQ, plate reader, 10 min; percent FRET-ratio fall versus neutral wells; inhibition, % at 12.3 µM; hit rate 0.098% among 340,000; AID 743397;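 active = mean replicate inhibition of at least 30% and at least 1% of replicates passing that level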;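 note: 0% = median of the neutral control wells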
Vif imaging: HIV Vif inhibition; hit rate 0.35% among 340,000; HEK293T cells, Vif self-association by quenched fluorescence, imaging, 24 h; inhibition, % at 7.49 µM; in the data active = inhibition above about 50%, passing the limit was not always enough; note: some results filed as inactive read as strong as hits
iPSC survival up: hiPSC single-cell survival enhancement; ATPlite luminescence; 100% = ROCK inhibitor wells, 0% = DMSO; survival enhancement, % at 20 µM; AID 602274; hit rate 0.044% among 360,000; in the data active = survival enhancement above about 18%;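 note: cells exposed to compounds for 16 hours before the ATP read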
Exocytosis inh: blocks lytic granule exocytosis; inhibition, % at 10 µM; TALL-104 LAMP-1 surface exposure, flow cytometry; cells stimulated with thapsigargin and PMA; hit rate 0.66% among 360,000;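 active = inhibition above about 55%, limit read from the data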
Cardio protect: myocardial damage modulation in H9c2 cells; hit rate 0.63% among 360,000; H9c2 cardiomyocytes, H2O2 injury protection, ATPLite, 2 h; protection from H2O2 cell death, % at 20 µM; AID 588492;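 active = compounds giving at least 50% protection of heart cells from peroxide-induced death in the single-dose screen, raw or plate-pattern-corrected value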;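 note: 0% = DMSO wells with peroxide and 100% = DMSO wells without peroxide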
PDI inh: blocks human protein disulfide isomerase activity; P07237; PDI insulin aggregation turbidity, A650, 90 min; inhibition, % at 10 µM; hit rate 0.052% among 350,000;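 active = mean inhibition across replicates of 30% or more, whatever share of single replicates reach that level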;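 note: absorbance from insulin aggregation driven by PDI reduction with DTT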
Target sequence (P07237 whole entry, looked up): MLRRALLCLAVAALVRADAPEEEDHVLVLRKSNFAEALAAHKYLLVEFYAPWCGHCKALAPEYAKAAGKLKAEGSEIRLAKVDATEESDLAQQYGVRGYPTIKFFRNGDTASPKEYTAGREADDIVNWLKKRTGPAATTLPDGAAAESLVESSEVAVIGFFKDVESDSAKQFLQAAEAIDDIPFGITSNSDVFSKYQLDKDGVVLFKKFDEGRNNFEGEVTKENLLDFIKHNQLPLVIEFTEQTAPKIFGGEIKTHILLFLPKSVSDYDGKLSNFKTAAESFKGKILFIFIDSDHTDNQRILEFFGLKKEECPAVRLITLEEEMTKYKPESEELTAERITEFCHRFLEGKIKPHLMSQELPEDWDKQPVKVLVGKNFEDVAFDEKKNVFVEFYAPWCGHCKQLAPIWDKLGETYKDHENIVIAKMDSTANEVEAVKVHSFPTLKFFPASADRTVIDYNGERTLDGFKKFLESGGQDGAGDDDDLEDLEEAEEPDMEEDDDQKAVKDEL
N-glyco inh: N-linked glycosylation inhibition; reporter increase, % at 12.5 µM; hit rate 0.23% among 360,000; D54 ERlucT glycosylation luciferase reporter, 24 h; percent of 100 nM tunicamycin response; AID 588692;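 active = mean luciferase reporter signal, scaled so untreated is 0 and the glycosylation-blocking control 100, at or above a set limit in every replicate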;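 note: luciferase carries N-glycosylation sites so blocking glycosylation raises the light; 0% = median of neutral control wells and 100% = median of 100 nM tunicamycin wells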
* hit, by the source's call; nt = no result given.

The line under a structure holds: aDG glyco up, HTR2A ag, ABCB6 inh MLPCN, CaV13 FRET inh, Vif imaging, iPSC survival up, Exocytosis inh, Cardio protect, PDI inh, N-glyco inh
O=C(Nc1ccc(Cl)cc1C(=O)Nc1ccccn1)c1ccco1
  -0.2, 0, 101, -4, -8, -2.4, 4, 45, -4, 2
COc1ccccc1N1C(=O)C2C(c3ccccc3F)NN(C(=O)c3ccc(C)cc3)C2C1=O (centres undefined)
  -0.1, 2, 98, -2, 16, 0.2, 0, 15, nt, 2
CN(C)c1ccc(NC(=O)c2ccc(Cn3cc([N+](=O)[O-])cn3)cc2)cc1
  0.2, 0, 126, -1, -4, -1.2, 0, -8, -1, -2
CCOC(=O)c1c(NC(=O)Cn2nc(C(F)(F)F)cc2C)sc2c1CCC2
  0.1, 2, 100, -4, -14, 6.1, -1, -8, 0, -4
CCC1C(=O)NCCN1C(=O)c1ccc(OC)c(OC2CCN(C(C)=O)CC2)c1 (centres undefined)
  0.0, 13, 104, -11, 2, -0.4, -8, -1, -2, 1
CC1CN(C(=O)CCC(=O)NCc2ccccc2)c2ccccc2S1 (centres undefined)
  0.4, -7, 97, -5, 6, -0.2, 0, 4, nt, -1
O=C(c1ccncc1)N(c1ccc2oc3c(c2c1)CCCC3)S(=O)(=O)c1cccc([N+](=O)[O-])c1
  -0.2, -2, 91, -2, 3, 1.3, -4, -4, 10, 0
C=CCNc1oc(COc2ccc(C)cc2)nc1C#N
  0.0, -5, 96, 8, 5, -3.4, -3, -16, nt, -1
Cc1ccc(S(=O)(=O)c2nc(-c3ccco3)oc2N2CCC(C)CC2)cc1
  -0.2, 2, 93, nt, 1, 0.1, -3, -6, 9, -2
CCC(C(=O)NC1CCCC1)N(C(=O)Cn1nnc(-c2ccc(C)o2)n1)c1ccc(OC)c(OC)c1 (centres undefined)
  0.1, -1, 100, -4, 10, 1.3, 1, 2, -2, -1
CCS(=O)(=O)CCSc1nc2c(cc1C#N)CCCC2
  -0.1, -1, 97, -8, 0, -0.8, 3, 2, 1, 1
CCOc1ccc(C(=O)Nc2ccccc2-c2ccccc2)cc1Cl
  0.2, -6, 97, -8, -10, -2.3, 0, 2, 1, -3
O=C1C2C3C=CC(CC3)C2C(=O)N1c1ccc(Br)cc1 (centres undefined)
  -0.3, 2, 91, -14, 0, -3.1, -1, 6, 3, -1
COc1c(Cl)cc(Cl)cc1CNCCO
  -0.2, -1, 105, 1, 3, -0.1, -2, 2, -7, 2
CN(Cc1ccccc1)C(=O)c1ccc(NC(=O)Cc2ccc(NC(=O)C3CCN(C(=O)CCc4ccccc4)CC3)cc2)cc1
  0.1, 3, 100, -9, -20, -3.2, 0, -22, -7, -3
COc1ccccc1C(C)NC(=O)Cc1ccsc1 (centres undefined)
  0.0, 5, 96, -2, 99*, -0.6, 6, -2, -11, -1
COc1ccccc1NC(=O)/C(=C\c1cccs1)NC(=O)c1ccco1
  0.0, 1, 94, -3, -3, 2.7, -6, 0, -3, 3
CSc1nnc(Cc2cc(=O)[nH]c(=O)[nH]2)n1-c1cc(C)ccc1C
  -0.2, 3, 99, -4, 7, -1.4, -1, 5, -4, 1
COc1ccc(-c2csc(C3=C(O)CN(Cc4ccc(Cl)cc4)C3=N)n2)cc1OC
  0.1, 53*, 93, -8, 1, 0.6, 0, -2, 2, 3
Cn1nc(-c2ccccc2)c2cc([N+](=O)[O-])ccc21
  0.0, -4, 97, -2, -4, 0.2, -5, 5, -14, -1
CCCNC(=O)c1nnsc1Sc1ccc(Cl)cc1
  0.1, 2, 100, -5, -2, 1.9, 3, -1, -6, 1
CC1CCC(NC(=O)C(=O)Nc2ccc3c(c2)OCO3)CC1 (centres undefined)
  -0.2, -1, 103, -5, -5, -0.4, -1, -4, -4, -9
CCCNC(=O)c1ccc2c(c1)ncn2-c1ccccc1OC
  -0.1, -1, 93, nt, 24, -0.8, -1, 6, 2, -3
O=C(/C=C/c1ccc(O)cc1)OCc1occc(=O)c1O[C@@H]1OC(CO)[C@@H](O)[C@H](O)[C@@H]1O (some centres undefined)
  -0.2, -2, 104, -11, nt, 0.9, -6, -1, 6, 1
O=C(Cn1c(=O)c2cccn2c2ccccc21)NCc1cccc(F)c1
  0.4, 6, 101, -5, 0, -0.6, 3, 0, -6, -3
Cn1c(SCC(=O)N2CCCC2=O)nc2ccccc2c1=O
  -0.3, 3, 99, -11, 14, -1.6, -2, -1, -7, 0
O=C(CNCc1ccc(F)cc1)Nc1cc(S(=O)(=O)N2CCOCC2)ccc1Cl
  0.3, -7, 95, -3, 0, 1.1, 1, -3, -10, -2
COc1ccc2c(c1)C(=O)N1[C@H]3c4cc(C)ccc4OC[C@@H]3[C@H](c3ccccc3)[C@]1(C)C(=O)N2
  0.0, -4, 95, -6, 3, 4.1, 14, -2, 6, 24
COC(=O)C1=C(C)OC(N)=C(C#N)C1c1cc(C)sc1C (centres undefined)
  0.0, -1, 92, -4, nt, 4.4, 0, 5, -1, 0
CCc1ccccc1NC(=O)CCNC(=O)Cn1ccc2ccccc2c1=O
  0.0, -1, 81, -5, -1, -0.1, -3, 3, 0, 0

Grouped by structure: the entries above containing an aryl methoxy group.
The line under a structure holds: aDG glyco up, HTR2A ag, ABCB6 inh MLPCN, CaV13 FRET inh, Vif imaging, iPSC survival up, Exocytosis inh, Cardio protect, PDI inh, N-glyco inh
COc1ccccc1N1C(=O)C2C(c3ccccc3F)NN(C(=O)c3ccc(C)cc3)C2C1=O (centres undefined)
  -0.1, 2, 98, -2, 16, 0.2, 0, 15, nt, 2
CCC1C(=O)NCCN1C(=O)c1ccc(OC)c(OC2CCN(C(C)=O)CC2)c1 (centres undefined)
  0.0, 13, 104, -11, 2, -0.4, -8, -1, -2, 1
CCC(C(=O)NC1CCCC1)N(C(=O)Cn1nnc(-c2ccc(C)o2)n1)c1ccc(OC)c(OC)c1 (centres undefined)
  0.1, -1, 100, -4, 10, 1.3, 1, 2, -2, -1
COc1c(Cl)cc(Cl)cc1CNCCO
  -0.2, -1, 105, 1, 3, -0.1, -2, 2, -7, 2
COc1ccccc1C(C)NC(=O)Cc1ccsc1 (centres undefined)
  0.0, 5, 96, -2, 99*, -0.6, 6, -2, -11, -1
COc1ccccc1NC(=O)/C(=C\c1cccs1)NC(=O)c1ccco1
  0.0, 1, 94, -3, -3, 2.7, -6, 0, -3, 3
COc1ccc(-c2csc(C3=C(O)CN(Cc4ccc(Cl)cc4)C3=N)n2)cc1OC
  0.1, 53*, 93, -8, 1, 0.6, 0, -2, 2, 3
CCCNC(=O)c1ccc2c(c1)ncn2-c1ccccc1OC
  -0.1, -1, 93, nt, 24, -0.8, -1, 6, 2, -3
COc1ccc2c(c1)C(=O)N1[C@H]3c4cc(C)ccc4OC[C@@H]3[C@H](c3ccccc3)[C@]1(C)C(=O)N2
  0.0, -4, 95, -6, 3, 4.1, 14, -2, 6, 24

(listing goes on)
The line under a structure holds: aDG glyco up, HTR2A ag, ABCB6 inh MLPCN, CaV13 FRET inh, Vif imaging, iPSC survival up, Exocytosis inh, Cardio protect, PDI inh, N-glyco inh
COc1ccc(CNC(=O)CN(C(=O)CCC(=O)Nc2ccccn2)c2ccc3c(c2)OCO3)cc1
  -0.1, -6, 98, -7, -2, 0.9, 16, 3, -29, 1
CCOC(=O)C1CCCN(C2CCN(Cc3nc(-c4ccccc4)no3)CC2)C1 (centres undefined)
  0.1, 2, 100, 6, -6, 6.1, 1, -1, 4, -2
Cc1ccc(N2C(=O)CC(Sc3ncn[nH]3)C2=O)cc1 (centres undefined)
  -0.3, -2, 109, -2, 27, -0.6, 0, -38, 4, 4
Cc1ccccc1OCC(=O)OCC(=O)NC12CC3CC(CC(C3)C1)C2
  0.2, 5, 96, -15, 1, -3.1, -4, -2, 3, 3
C[C@H](NS(=O)(=O)c1ccccc1)C(=O)OCC(=O)NC(=O)Nc1ccc2c(c1)OCCO2
  -0.2, -1, 98, -4, 10, 1.1, -4, -4, 5, 2
CC1(C)CNc2cc(N)ccc2S1
  0.1, 2, 116, -20, 5, -0.7, 2, -8, -21, -2
CCOC(=O)N1CCN(c2c(-c3ccccc3)c3cc(Cl)ccc3[nH]c2=O)CC1
  0.6, 3, 81, -8, -3, -1.8, 1, -11, -9, 1
CCCCN(C(=O)C1CCC1)c1c(N)n(CC(C)C)c(=O)[nH]c1=O
  0.1, 4, 102, -1, -10, -0.4, 8, 2, 12, 2
CC(=O)c1ccccc1C(=O)N1CCCC(CNC(=O)c2ccc(F)cc2)C1 (centres undefined)
  0.3, -3, 99, -11, nt, -1.7, 4, 0, -8, 1
COc1cc(/C=C/C(=O)O)cc(S(=O)(=O)NCCCC(=O)O)c1OC
  -0.4, 8, 101, 0, 26, -0.8, 2, -3, -1, 2
COc1cccc(C(=O)NC2CCN(C(=O)N3CCCCC3)CC2)c1
  -0.1, -4, 97, -3, 10, 0.2, 0, -7, 1, 2
CCC1=NN(C(=O)c2cccc(Br)c2)C(O)(c2ccc(Br)cc2)C1 (centres undefined)
  -1.1, -6, 94, -3, 5, -0.1, 4, -22, 13, -8
COc1cccc(NC(=O)CSc2nncn2-c2ccccn2)c1
  -0.3, -1, 98, -4, -17, 2.0, -6, 10, 0, 3
CC(=O)N1CCc2cc([N+](=O)[O-])ccc21
  -0.2, 5, 94, -6, -29, -3.2, -4, 3, -2, 3
CCC1CCCCN1S(=O)(=O)c1ccc(NC(=O)c2ccncc2)cc1 (centres undefined)
  3.1, 3, 89, nt, -11, 0.1, -2, -18, 4, -2
COc1ccc(CNC(=O)Cn2cnc3c(SC)nc(N)nc32)cc1
  0.1, -2, 100, -3, -4, 2.5, -2, -16, 5, 0
O=C(OCC(=O)N(c1ccccc1)C1CCCCC1)c1ccc(CO)cc1
  0.0, -1, 95, -2, 3, 0.3, -6, 9, 0, -2
CCOc1ccc(C(=O)NC2CC(=O)N(c3ccc4c(c3)OCCO4)C2)cc1 (centres undefined)
  0.0, 1, 102, -5, -4, 0.0, -2, 6, 5, 4
CS(=O)(=O)N(CC(=O)N1CCN(Cc2ccc3c(c2)OCO3)CC1)c1ccc2c(c1)OCO2
  -0.2, 7, 95, -12, 12, -2.2, -2, -3, 12, 1
COc1cccc(-n2c(SCC(N)=O)nc3c([nH]c4ccccc43)c2=O)c1
  -0.1, 3, 95, nt, 0, 3.1, 0, -1, -5, 15
CCn1c(SCC(=O)Nc2cc(Cl)ccc2OC)nnc1C1CC1
  0.2, 7, 99, -6, 8, 1.9, -2, 2, 7, 0
O=C(Cc1ccc(Cl)c(Cl)c1)N1CCOCC1
  -0.1, -1, 95, -4, 2, -0.1, 2, 3, -10, 1
Cc1nnc(SCC(=O)N2CCCC2)n1-c1ccc(F)cc1
  -0.1, 0, 95, -3, -2, -0.1, 7, 2, 11, 0
CCc1ccccc1Nc1nc2ccccc2n1C
  0.1, 1, 95, -12, -2, 1.6, -4, -6, -3, 2
Cc1cccc(-n2nc(C)cc2N)c1
  -0.2, 0, 112, -6, 18, 0.0, 0, 7, -5, 2
O=C(Nc1ccc(F)cc1F)c1ccc(S(=O)(=O)NCc2ccco2)cc1
  -0.1, -5, 100, -1, -3, -0.2, -2, -6, -5, -1
CN(c1ccccc1)S(=O)(=O)c1cc(C(=O)OCC(N)=O)ccc1Cl
  -0.5, 2, 98, -6, -12, -0.5, -3, 1, 0, 2

Rows were taken by chance; 3.1% or so of the library scored in one or more.
